Bioassay records deposited in PubChem by several laboratories.
NOD2 inhibition: NOD2 signaling inhibitors, cell-based, luminescence, uHTS, HEK293 (AID 1566); 0.63% of 290,000 active; HEK293 NOD2/NF-kB luciferase reporter, luminescence; higher % means a stronger effect; inhibition, % at 4 µM; hits with a dose series show EC50 in µM; also: many of its hits are not listed in these tables
AID2073: inhibitors of Mint1-CaV2.2 protein interaction, biochemical, HTRF (AID 2073); HTRF protein-protein interaction, Mint1-CaV2.2; higher % means a stronger effect; inhibition, % at 20 µM; hits with a dose series show IC50 in µM; 0.19% of 290,000 active; in the data active = inhibition mostly above about 51%, no sharp cut-off; inconclusive = no clear call, values can overlap the other calls; inactive = mostly below about 53%; also: some results filed as inactive read as strong as hits
NOD1 NF-kB reporter: NOD1 signaling inhibitors, primary screen, cell-based, luminescence, uHTS (AID 1578); 1% of 290,000 active; inhibition, % at 4 µM, or EC50 in µM where a hit was titrated; NOD1-driven NF-kB luciferase reporter cells, luminescence; higher % means a stronger effect; in the data active = inhibition mostly above about 36%, no sharp cut-off; inactive = mostly below about 34%;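 also: HEK-293T reporter cells stimulated with the NOD1 agonist gamma-tri-DAP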
M1AAP inhibition: malaria alanyl aminopeptidase activity blockers – biochemical, fluorogenic H-Leu-NHMec substrate, 1536-well (AID 1445); recombinant M1AAP, H-Leu-NHMec fluorogenic kinetic assay; higher % means a stronger effect; inhibition, % at 30 µM, or IC50 in µM where a hit was titrated; 0.42% of 220,000 active;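 active = primary inhibition above the hit cutoff, then over 50% inhibition at one or more dose response concentrations, cut at about 23% in these data, passing the limit was not always enough; inconclusive = conflicting primary data, or primary hits not chosen for dose response; inactive = low primary inhibition, or under 50% at every dose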;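 also: plate controls were DMSO full reaction for no effect and no enzyme background for full effect; strong numbers were not always called active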
Dynein cargo inh: dynein cargo transport inhibition; z-score, hits read low; 3617.4 mouse cells, GR-EGFP nuclear translocation imaging; test concentration mostly 20 µM; stimulated with dexamethasone, 1 µM; active compounds read low; 0.47% of 220,000 active; AID 1381;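 active = plate z-score of nuclear minus cytoplasmic receptor signal below a set negative limit, without overly bright fluorescence or cell loss, cut at about -3.5 in these data, passing the limit was not always enough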;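 also: z-score of nuclear minus cytoplasmic ring GR-EGFP intensity difference per well; some compounds called inactive have numbers as strong as hits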
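Buffer or medium: tetracycline-free induction medium containing charcoal-stripped FBS / Reagent: dexamethasone agonist, 1.0 µM final, for 30 min / Technique: automated 10x imaging of fixed Hoechst-stained cells / Times: induction 48 h, compound 1 h, agonist 30 min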
GPR55 activation: selective activators of receptor GPR55 – imaging, U2OS cells, beta-arrestin-GFP redistribution, primary screen (AID 1961) | U2OS GPR55 beta-arrestin-GFP redistribution imaging; higher % means a stronger effect | activation, % at 10 µM; hits with a dose series show EC50 in µM | 0.048% of 290,000 active;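 active = activation above 40% with more than 50 cells counted in the well; inconclusive = wells holding fewer than 50 cells, flagged as toxic or sparse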;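 also: U2OS osteosarcoma cells stably expressing GPR55 and beta-arrestin-GFP; plate controls were DMSO negative control for no effect and LPI positive control for full effect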
KOR beta-arrestin-1: KOR agonists, beta-arrestin recruitment, primary screen, cell-based, luminescence, uHTS (AID 1777); KOR beta-arrestin recruitment, luminescence; higher % means a stronger effect; one-dose activation, % at 10 µM; EC50 in µM for titrated hits; 0.02% of 280,000 active; in the data active = activation above about 50%, passing the limit was not always enough; also: a part of the inactive calls stands beside numbers as strong as those of hits
KOR beta-arrestin-2: kappa opioid receptor blockers – cell-based, luminescence, uHTS (AID 1778) | KOR beta-arrestin recruitment, luminescence, antagonist mode; higher % means a stronger effect | inhibition, % at 10 µM, or IC50 in µM where a hit was titrated | 0.091% of 290,000 active; also: strong numbers were not always called active
P. falciparum M17LAP: P. falciparum M17LAP inhibitors, primary screen, biochemical, fluorogenic H-Leu-NHMec substrate, 1536-well (AID 1619); one-dose inhibition, % at 30 µM; IC50 in µM for titrated hits; 0.38% of 220,000 active; recombinant M17LAP, H-Leu-NHMec fluorogenic kinetic assay; higher % means a stronger effect;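 active = compound inhibiting the enzyme by more than half at any dose during confirmatory dose-response retesting; inconclusive = strong single-dose inhibitors picked by rank but not retested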;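 also: plate controls were full reaction with DMSO carrier for no effect and no enzyme background for full effect; strong numbers were not always called active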
Dynein cargo inh cytoplasmic EGFP: recorded beside Dynein cargo inh, whose call it bears; z-score; measured here: cytoplasmic GR-EGFP intensity; active compounds read high
Dynein cargo inh nuclear GR-EGFP: further read-out of Dynein cargo inh, marked with its call; z-score; measured here: nuclear GR-EGFP intensity;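 lower value marks the stronger effect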
Dynein cargo inh cell count: recorded beside Dynein cargo inh, whose call it bears; z-score; measured here: cell count per field
* marks the source's active call; other numbers are inactive results; ? = inconclusive; / = no result given; [ ] = dose if it differs, or a comment. Rule as the data show it, unless noted: active = inhibition above about 50%; inactive = the rest.

compound	NOD2 inhibition	AID2073	NOD1 NF-kB reporter	M1AAP inhibition	Dynein cargo inh	Dynein cargo inh cytoplasmic EGFP	Dynein cargo inh nuclear GR-EGFP	Dynein cargo inh cell count	GPR55 activation	KOR beta-arrestin-1	KOR beta-arrestin-2	P. falciparum M17LAP
Cn1ccnc1C(=O)c1cc(SCC(=O)N2CCOCC2)nc2ccccc12	18%	19%	-15%	4%	0.26	0.2	0.49	-0.51	-0.4%	-4.5%	25%	7%
CSc1nsc(SCC(=O)N2CCN(c3ccccc3)CC2)n1	16%	-8%	13%	3%	1.5	-0.16	0.035	-0.25	0.0%	0.6%	-23%	2%
Cc1nn(CCCC(=O)NCCc2ccc(Cl)cc2)c(=O)c2nn(-c3ccccc3)c(C)c12	26%	5%	9%	/	/	/	/	/	-0.1%	-2.1%	7%	/
COc1cc(NC(=O)c2ccc(-c3cccc([N+](=O)[O-])c3)o2)ccc1NC(=O)C(C)C	4%	6%	21%	/	/	/	/	/	0.4%	-2.4%	-25%	/
COc1ccc(CN(CC(=O)NCc2ccc(F)cc2)C(=O)c2csnn2)cc1	-17%	-7%	10%	/	/	/	/	/	-0.1%	2.7%	-66%	/
CCN(c1cc(C)cc(C)c1)S(=O)(=O)c1nnc(NC(=O)C(C)C)s1	9%	10%	-10%	/	/	/	/	/	0.0%	3.5%	-28%	/
Cc1ccc(-c2nc3ccccn3c2NC(=O)c2ccco2)cc1	3%	-2%	-12%	6%	-0.26	-0.2	-0.43	1.3	-0.2%	-5.5%	-21%	8%
COc1ccc(OC)c(NC(=O)C2C3CCC(C3=C(C)C)C2C(=O)O)c1 (centres undefined)	-15%	-9%	-19%	10%	-0.83	-0.32	-0.49	0.4	-0.2%	-0.6%	6%	30%
CC(=O)NCCC(=O)Nc1ccc(F)cc1C	4%	0%	-7%	6%	1.5	-0.063	0.81	-0.58	-0.1%	-0.6%	-14%	-8%
O=C(Nc1ccccc1C(=O)NCc1ccco1)NC1CCCCC1	0%	0%	-7%	2%	-1.1	-0.32	-0.69	1.3	0.8%	0.0%	17%	3%
CN1CCc2c(sc3c2C(=O)NC(c2ccc4c(c2)OCO4)N3)C1 (centres undefined)	-10%	-6%	-3%	/	/	/	/	/	-0.1%	-7.8%	-16%	/
Cc1cc2n(n1)C(c1sccc1C)Nc1c(C)cccc1-2 (centres undefined)	-5%	6%	-10%	8%	-0.13	-0.19	0.08	0.11	-0.2%	-7.2%	-18%	3%
O=C(NC1=NCCS1)Nc1ccccc1	-74%	4%	-18%	-9%	0.48	-0.35	0.47	-0.14	0.3%	4.7%	-20%	2%
CC1CCC(NC(=O)c2cc(S(=O)(=O)N3CCCCC3)c[nH]2)CC1 (centres undefined)	19%	5%	-13%	/	/	/	/	/	-0.1%	-1.1%	-26%[20 µM]	/
CSCCC(NC(=O)c1ccco1)C(=O)NCc1ccc(F)cc1 (centres undefined)	3%	-2%	-15%	-2%	0.49	-0.23	0.69	0.025	0.0%	0.6%	-2%	8%
CCCc1cc(=O)[nH]c(SCC(=O)N2CCC(C)CC2)n1	0%	12%	-15%	/	/	/	/	/	-0.1%	-7.1%	-21%	/
CC1=CC(C)(C)N2C(=O)C3(C(C#N)=C(N)OC4=C3C(=O)CC(C)(C)C4)c3cc(C)cc1c32 (centres undefined)	8%	14%	13%	-7%	0.96	0.086	0.97	-0.81	0.1%	-10%	13%	5%
C/C(Cn1nnc([N+](=O)[O-])n1)=N\NC(=O)c1ccc(O)cc1O	23%	-1%	1%	9%	-0.15	-0.24	-0.11	0.59	0.7%	-2.0%	2%	7%
Cc1nc(C)n(CCNS(=O)(=O)c2ccc(C)c(C)c2)n1	5%	15%	-3%	/	/	/	/	/	-0.4%	-0.6%	1%	/
COCCN1CCN(Cc2cn(C)nc2-c2ccc(Oc3ccccc3)cc2)CC1	8%	-11%	0%	5%	-0.079	0.23	0.014	0.26	0.0%	0.9%	29%	-15%
CC1CCc2nn(CC(=O)NCCC3=CCCCC3)cc2C1 (centres undefined)	2%	-3%	-24%	4%	-0.23	-0.2	0.15	0.45	-0.3%	-3.6%	12%	-5%
CCOc1ccc2nc(NS(=O)(=O)c3ccc(NC(C)=O)cc3)sc2c1	-34%	0%	-53%	-11%	0.1	-0.24	0.47	0.13	0.2%	-0.1%	27%	-4%
CCc1cc(C(=O)O)c(NC(=O)/C=C/c2ccc(OC)c(OC)c2)s1	0%	5%	-68%	20%	-0.22	-0.32	0.42	0.13	-0.1%	3.5%	-27%	19%
Cc1cc(C(=O)COC(=O)c2n[nH]c3ccccc23)c(C)n1C	-108%	-3%	-19%	8%	-0.89	-0.24	-0.018	0.28	-0.2%	0.6%	19%	7%
CCc1ccc(OCCOCC(O)CNC2CCCC2)cc1 (centres undefined)	1%	-5%	-36%	5%	-1.2	-0.29	-0.58	1.3	-0.2%	0.5%	12%	5%
Nc1nncn1C(=O)CCCN1C(=O)c2ccccc2C1=O	15%	13%	-6%	1%	-0.28	-0.26	-0.32	0.32	0.2%	-0.2%	15%	0%
CCOC(=O)CSc1ccc(S(=O)(=O)N(C)C2CCCCC2)cc1[N+](=O)[O-]	18%	-6%	-10%	2%	-0.57	-0.048	-0.44	1.1	-0.1%	-2.3%	11%	-1%
Cc1ccccc1CS(=O)(=O)c1nnc([C@H](Cc2ccccc2)NC(=O)OC(C)(C)C)o1	17%	-4%	51%	3%	-5.5*	1.6*	-2.6*	0.1*	-0.1%	-7.1%	21%	10%
c1ccc(-c2nc(NCC3CCCO3)c3oc4ccccc4c3n2)cc1 (centres undefined)	6%	-6%	0%	1%	-0.67	-0.23	-0.22	0.58	-0.1%	0.2%	-14%	-5%
Cc1cc(O)c(C=O)c2c1C(=O)Oc1c(CO)c(O)c3c(c1O2)C(O)OC3=O (centres undefined)	26%	15µM*	3%	?	-0.34	-0.26	-0.061	0.6	-0.2%	-0.3%	21%	?
Cc1cccc(N2C(=S)N=C(Nc3c(C)cccc3C)C23CCOC(C)(C)C3)c1 (centres undefined)	-9%	-6%	-8%	2%	0.072	-0.4	-0.055	0.57	0.3%	-1.9%	-5%	-16%
CC(=O)c1nn(-c2ccc(Br)cc2)cc1C(=O)c1ccccc1	7%	5%	-10%	-3%	-0.25	-0.13	-0.21	0.23	-0.1%	14%	-44%	-1%
COc1ccccc1C(=O)N1CC2(C)CC1CC(C)(C)C2 (centres undefined)	20%	-5%	-4%	0%	0.074	-0.21	-0.018	-0.23	-0.1%	-2.7%	9%	12%
CCc1ccc(N(C(=O)c2csnn2)C(C(=O)NC(C)(C)CC)c2ccccn2)cc1 (centres undefined)	3%	5%	-34%	1%	1.6	-0.031	0.42	-1.9	0.9%	-0.7%	5%	14%
Cn1c(Cn2c(=O)sc3ccccc32)nnc1SCc1ccccn1	-5%	?	-14%	7%	0.12	-0.34	0.34	-0.081	0.3%	-4.0%	0%	-1%
CC1=NN(c2cccc(C(=O)O)c2)C(=O)/C1=C\C=C/c1ccccc1	-64%	-27%	59%*	16%	-5.6*	1.5*	-2.6*	0.92*	3.1%	-4.3%	-5%	13%
Brc1ccc(COc2ncnc3ccccc23)cc1	-4%	-2%	-23%	5%	0.056	0.073	0.72	-0.96	-0.7%	-1.3%	17%	5%
Cc1ccccc1N=Nc1c(O)n(C)c2ccccc12	1%	-8%	-48%	/	/	/	/	/	-0.1%	-3.4%	0%	/
COc1cccc(CN(Cc2ccco2)S(=O)(=O)c2ccc(S(=O)(=O)NCc3ccccc3)cc2)c1OC	-39%	50%	8%	-4%	-0.071	-0.15	-0.41	0.62	0.5%	-5.3%	22%	-9%
CCOC(=O)c1nc(Nc2ccc(OC)cc2)c2ccccc2n1	19%	9%	4%	/	/	/	/	/	0.8%	-4.8%	-25%	/
Cc1ccc(OCC(=O)Nc2nnc(S(=O)(=O)N3CCCCCC3)s2)cc1C	24%	-3%	-22%	/	/	/	/	/	-0.1%	0.7%	-32%[20 µM]	/
CCn1c(=O)c2ccccc2n(CC(=O)NC2CCCCC2)c1=O	15%	-4%	-20%	/	/	/	/	/	-0.2%	-2.0%	-34%	/
COc1ccc(NC(=S)N(CCc2c(C)[nH]c3ccc(C)cc23)Cc2cccs2)cc1	-1%	3%	-15%	-5%	1.9	-0.12	2.1	-1.7	-0.3%	-1.0%	14%	-12%
O=C(CC1Sc2ccccc2NC1=O)OCC(=O)N1CCc2ccccc21 (centres undefined)	3%	6%	-11%	-4%	-0.022	-0.23	0.17	0.67	-0.2%	-1.7%	18%	11%
O=C(c1cc(-c2ccc(O)cc2)on1)N1CCCC1	-82%	-2%	-34%	/	/	/	/	/	-0.3%	-2.0%	-1%	/
O=C1CN(C(=O)/C=C/c2ccc(Cl)cc2Cl)CCN1	-28%	24%	-31%	2%	0.37	-0.29	0.16	-0.035	-0.6%	8.8%	-27%	1%
CC(=O)N1N=C(N)SC12CCCC2	13%	-10%	-36%	0%	-0.15	-0.31	0.36	0.37	-0.3%	-3.9%	17%	0%
Nc1ccc2nc3c(=O)n(CCc4ccccc4)c(=O)[nH]c3nc2c1	-38%	?	-6%	5%	1.2	1.1	0.97	-0.14	0.8%	-1.0%	-9%	1%
O=C1c2cccc3cccc(c23)C(=O)N1CC1CCCO1 (centres undefined)	-23%	0%	0%	7%	-0.13	-0.23	-0.11	0.56	0.1%	2.7%	-23%	4%
Cc1ccc(C(=O)NNC(=O)C2CCN(S(=O)(=O)c3ccc(C)cc3)CC2)cc1	26%	1%	3%	-3%	0.17	-0.26	0.5	-0.41	0.7%	-1.1%	-5%	1%

This is a subset, so the mix of outcomes need not match the whole.
